Screens as filed in PubChem BioAssay.
Redox H2O2 prof = compounds producing H2O2 with reducing agent – biochemical, NIH compound library profiling, artefact control for MLSCN library redox annotation, primary screen. DTT-dependent redox cycling H2O2, phenol red/HRP absorbance; 100% = 100 µM peroxide control, 0% = buffer. activation, % at 10 µM. 200,000 compounds, 0.03% hits. AID 878;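 active means activation of at least 50% relative to the plate's high and low controls in the primary single-dose screen; inactive means activation below 50%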;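 further: compound incubated with DTT at 0.8 mM final as the reducing agent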
S1P3 antag = antagonists of human S1P3 receptor; Q99500; CHO S1P3 NFAT-BLA reporter, FRET fluorescence, antagonist mode; inhibition, % at 4.98 µM; 170,000 compounds, 0.27% hits; AID 485;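 active means inhibition above the plate cutoff, the mean inhibition of test wells on that plate plus 3 SD, cut at about 28% in these data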;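 further: cells challenged with S1P at its EC80 of 0.8 µM; blue over green emission ratio from cleaved BLA substrate after 4 h stimulation; 0% = S1P-stimulated wells and 100% = unstimulated DMSO-only wells; some compounds past the cut are filed as inactive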
Target sequence (Q99500 whole entry, looked up): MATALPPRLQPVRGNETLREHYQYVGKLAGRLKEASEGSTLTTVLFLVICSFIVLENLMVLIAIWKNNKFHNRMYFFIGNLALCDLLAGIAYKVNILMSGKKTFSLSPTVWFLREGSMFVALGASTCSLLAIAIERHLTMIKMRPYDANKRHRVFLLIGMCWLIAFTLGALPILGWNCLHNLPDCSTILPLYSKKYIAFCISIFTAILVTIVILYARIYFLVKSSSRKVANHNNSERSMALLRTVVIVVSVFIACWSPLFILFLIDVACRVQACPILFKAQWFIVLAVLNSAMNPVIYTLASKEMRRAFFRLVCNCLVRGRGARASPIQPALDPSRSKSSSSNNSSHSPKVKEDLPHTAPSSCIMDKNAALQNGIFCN
TLR4 MyD88 comp = TLR4-MyD88 interaction inhibition in cells; O00206+Q99836; HeLa CL3-4 TLR4/MyD88 BLA complementation, FRET ratio; inhibition, % at 8.4 µM; 200,000 compounds, 0.18% hits; AID 861; in the data active means inhibition above about 25%;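 further: 0% = vehicle and 100% = reference inhibitor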
Diaphorase act = activates diaphorase or chemically reduces, flagging diaphorase assay artifacts | Diaphorase/resazurin coupled assay, resorufin fluorescence, 16 min; hits give high values; 1 = vehicle wells, 0 = NADH-free wells | activation factor at 20 µM | AID 1229 | 190,000 compounds, 0.005% hits;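 active means diaphorase activity raised at least twofold by the compound at 20 µM; inactive means activation factor below 2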
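Material: purified diaphorase enzyme from Clostridium kluyveri; Also added: 0.114 mM NADH and 0.1 mM resazurin, final amounts; Doses: single compound dose of 20 µM, 1% DMSO final; Times: 16 min enzyme reaction, ambient temperature; Detection: resorufin fluorescence, excitation 544 nm, emission 590 nm; Measure: increased resorufin signal from activators or reducing compounds.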
G6PDH CS = counter-screen for G6PDH assay hits: L. mesenteroides G6PDH inhibition; Purified L. mesenteroides G6PDH, diaphorase/resazurin coupled fluorescence, 45 min; inhibition, % at 5 µM; 200,000 compounds, 0.12% hits
L major viab = reduces viability of Leishmania major promastigotes; resazurin fluorescence viability; inhibition, % at 10 µM; 200,000 compounds, 9% hits; AID 1063;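 further: promastigotes grown with compound for 44 hours at 28 °C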
RAM inhibit = blocks the yeast RAM network | inhibition, % at 50 µM | 190,000 compounds, 1.8% hits | AID 868 | S. cerevisiae dse1pr::URA3 reporter, 5-FOA growth OD615, 2 d; analog-sensitive cbk1-as2 kinase mutant strain;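 active means inhibition above a set limit, 3 SD over mean compound inhibition, cut at about 8.4% in these data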;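 further: 0% = DMSO-only wells with no growth and 100% = 10 µM 1-NA-PP1 full growth; inhibition rescues growth on 5-FOA so higher OD means more RAM inhibition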
PMI act hi M6P = activators of human phosphomannose isomerase at near-saturating mannose 6-phosphate; coupled PMI enzyme assay, resazurin fluorescence, 20 min; hits give high values; 1 = untreated enzyme, 0 = substrate-free blank; activation factor at 20 µM; 190,000 compounds, 0.34% hits; AID 1216;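 active means activation factor of 2 or more at 20 µM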
Target sequence (P34949 whole entry, looked up): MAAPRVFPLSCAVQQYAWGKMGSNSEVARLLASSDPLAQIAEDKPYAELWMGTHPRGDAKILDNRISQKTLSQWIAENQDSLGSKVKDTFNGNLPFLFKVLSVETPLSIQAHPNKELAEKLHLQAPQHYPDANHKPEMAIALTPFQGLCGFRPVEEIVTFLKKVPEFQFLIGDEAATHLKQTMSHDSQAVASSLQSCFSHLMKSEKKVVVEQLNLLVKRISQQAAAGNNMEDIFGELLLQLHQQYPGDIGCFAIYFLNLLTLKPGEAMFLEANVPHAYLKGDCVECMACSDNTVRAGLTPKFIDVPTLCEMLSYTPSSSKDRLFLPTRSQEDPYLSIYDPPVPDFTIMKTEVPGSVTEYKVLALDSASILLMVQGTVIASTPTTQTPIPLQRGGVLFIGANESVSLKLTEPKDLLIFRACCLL
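Material: human phosphomannose isomerase with PGI, G6PDH, diaphorase coupling enzymes. Quantity: 15 ng/mL PMI. Medium: HEPES pH 7.4 buffer with MgCl2 and Tween-20. Reagent: Near-saturating mannose-6-phosphate, 1.0 mM. Compound: 20 µM single dose. Times: enzyme reaction with compound 20 min at room temperature. Detection: resorufin fluorescence at Ex 544/Em 590 nm.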
Diaphorase inh = inhibits diaphorase or chemically oxidizes, flagging diaphorase assay artifacts. diaphorase resazurin-to-resorufin fluorescence, NADH, 16 min; bacterial (C. kluyveri) enzyme, not human. inhibition, % at 20 µM. 190,000 compounds, 0.69% hits. AID 1217;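 active means primary screen inhibition at 20 µM above a set limit, cut at about 50% in these data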;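 further: plate controls were DMSO with full reaction for no effect and wells lacking NADH for full effect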
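Benchmarks: positive control wells lacking NADH, neutral wells with DMSO only. System: bacterial diaphorase enzyme (C. kluyveri). Input: 0.14 U/mL diaphorase, enzyme working solution. Detection: resorufin fluorescence, excitation 544 nm, emission 590 nm. Times: 16-min room-temperature incubation before reading.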
PMI act = activators of human phosphomannose isomerase; P34949; AID 1214; activation factor at 20 µM; purified human PMI, coupled resazurin fluorescence, 20 min; hits give high values; 1 = vehicle control, 0 substrate-free wells; 190,000 compounds, 0.005% hits;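 active means activation factor of 2 or more at 20 µM, relative to plate controls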
Hsp70 activator = switches on Hsp70 transcription | 200,000 compounds, 0.04% hits | HeLa Hsp70 promoter luciferase reporter, luminescence; scaled: vehicle 0, proteasome-inhibitor control 100% | activation, % at 10 µM | AID 1203;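 active means activation above the mean across all tested compounds plus 3 SD, cutoff set per campaign, cut at about 5.5% in these data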;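 further: 100% = MG132 at 30 µM as the positive control and 0% = DMSO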
An asterisk follows results filed as active; · = no result given. Unless noted, no stated cut-off is given here; in the data, active means inhibition above about 50%; inactive means the rest.

SMILES | Redox H2O2 prof | S1P3 antag | TLR4 MyD88 comp | Diaphorase act | G6PDH CS | L major viab | RAM inhibit | PMI act hi M6P | Diaphorase inh | PMI act | Hsp70 activator
COc1cc(OC)cc(C(=O)N[C@H](C(=O)NCc2cccs2)C(C)C)c1 | 0.1 | -3 | 14 | 0.8 | 17 | 10 | 0.8 | 0.8 | 17 | 0.9 | 0.2
CC(/C=C/c1ccccc1)=N/O | -1.7 | -3 | 6 | 0.9 | 9 | -4 | -0.1 | 0.9 | 10 | 0.8 | -0.2
CCC(C)N(C)C(=O)c1cc2ccccc2c(-c2ccccc2Cl)n1 (stereo not drawn) | -0.3 | 2 | 1 | 0.8 | 3 | 37 | 1.4 | 0.9 | 15 | 0.9 | 0.3
O=C(Nc1cc(Cl)ccc1Oc1ccccc1)c1ccc(F)cc1 | 0.6 | 2 | -6 | 1 | 4 | 0 | 6.7 | 1 | 2 | 0.9 | -0.3
COCCc1ccc(OCC(O)CNC(C)C)cc1 (stereo not drawn) | 0.4 | -15 | -23 | 0.9 | 15 | 22 | 0.0 | 1 | 7 | 0.9 | -0.2
COc1ccc(N2CCN(C(=O)CSc3nnc4ncccn34)CC2)cc1 | -3.1 | · | 10 | 1 | 12 | -6 | 2.4 | 1 | 0 | 1 | -0.3
CCOc1cc(/C=N/Nc2cccc(C(=O)O)c2)ccc1OC(=O)c1ccccc1 | -0.6 | 2 | -15 | 0.7 | 8 | 3 | 4.2 | 2.3* | 26 | 1.6 | -0.4
Cc1ccc(Cn2ccc(NC(=O)c3cc(-c4ccccc4)on3)n2)cc1 | 2.5 | -20 | 15 | 1 | 2 | 46 | 3.7 | 1.1 | 0 | 1 | -0.3
CN1/C(=C/C(=S)NC(=O)C2(C)CC2(Cl)Cl)C(C)(C)c2ccccc21 (stereo not drawn) | -0.1 | -3 | -5 | 0.9 | 2 | 51* | 5.4 | 1 | 6 | 0.9 | 0.0
Cc1ccc2[nH]c(=O)c(CN(CCN3CCOCC3)C(=O)Nc3ccc(F)cc3)cc2c1 | 0.1 | -12 | 9 | 0.8 | 3 | 6 | 1.0 | 0.9 | 17 | 1.1 | 0.1

The last 4 compounds of the section before lead into the next.
SMILES | Redox H2O2 prof | S1P3 antag | TLR4 MyD88 comp | Diaphorase act | G6PDH CS | L major viab | RAM inhibit | PMI act hi M6P | Diaphorase inh | PMI act | Hsp70 activator
CCOc1cc(/C=N/Nc2cccc(C(=O)O)c2)ccc1OC(=O)c1ccccc1 | -0.6 | 2 | -15 | 0.7 | 8 | 3 | 4.2 | 2.3* | 26 | 1.6 | -0.4
Cc1ccc(Cn2ccc(NC(=O)c3cc(-c4ccccc4)on3)n2)cc1 | 2.5 | -20 | 15 | 1 | 2 | 46 | 3.7 | 1.1 | 0 | 1 | -0.3
CN1/C(=C/C(=S)NC(=O)C2(C)CC2(Cl)Cl)C(C)(C)c2ccccc21 (stereo not drawn) | -0.1 | -3 | -5 | 0.9 | 2 | 51* | 5.4 | 1 | 6 | 0.9 | 0.0
Cc1ccc2[nH]c(=O)c(CN(CCN3CCOCC3)C(=O)Nc3ccc(F)cc3)cc2c1 | 0.1 | -12 | 9 | 0.8 | 3 | 6 | 1.0 | 0.9 | 17 | 1.1 | 0.1
COc1ccc(CCNC(=O)c2cnc3n(c2=O)CCS3)cc1OC | 4.8 | 9 | 0 | 0.9 | 1 | 0 | 0.4 | 1 | 11 | 1 | -0.1
CCOC(=O)c1c(-c2ccccc2)csc1NC(=O)/C(C#N)=C/c1ccc(O)c(OC)c1 | 0.9 | -2 | 17 | 0.7 | -44 | 3 | 4.9 | 0.7 | 32 | 0.7 | -0.5
Cc1nn(-c2ccccc2)c(Cl)c1C(=O)Nc1ccc(N2CCOCC2)cc1 | -1.2 | 4 | 1 | 1 | -2 | 2 | 0.9 | 1.1 | 3 | 1.2 | 0.4
COc1ccc(CCNC(=O)CN2C(=O)c3ccccc3S2(=O)=O)cc1OC | 2.2 | -5 | -12 | 0.8 | 9 | -5 | 1.0 | 0.9 | 15 | 0.9 | 0.0
Cc1ccc(CN2CCN(CC(=O)N3CCC(C(N)=O)CC3)C2=O)cc1 | -1.0 | -50 | 11 | · | · | -4 | · | · | · | · | -0.2
CCCCn1c(-c2cccs2)nc2nc3ccccc3nc21 | 1.2 | · | -7 | 0.9 | 3 | 34 | 12* | 1.2 | 10 | 1.1 | -0.2
CC(C)(C)C1CCC(=NNC(=O)c2ccccc2-n2cccc2)CC1 (stereo not drawn) | 0.4 | 0 | -3 | 0.9 | 9 | -7 | 1.7 | 0.9 | 12 | 0.8 | -0.1
COc1ccc([N+](=O)[O-])cc1/C=N/NC(=O)CNC(=O)C(c1ccccc1)c1ccccc1 | -0.2 | -9 | -2 | 0.8 | -25 | -1 | 2.9 | 0.9 | 18 | 0.9 | -0.1
O=C(N/N=C/c1ccco1)c1ccccc1OCc1ccccc1Cl | 0.3 | -5 | 10 | 0.7 | 0 | 69* | 0.9 | 0.9 | 26 | 0.9 | -0.2
Nc1nc(-c2ccc(Br)cc2)cs1 | 0.5 | -8 | 8 | 0.8 | 1 | 1 | 1.6 | 1.1 | 17 | 1 | 0.5
CC1CN(c2nc3c(c(=O)n(Cc4ccc(Cl)c(Cl)c4)c(=O)n3C)n2C)CC(C)O1 (stereo not drawn) | -0.1 | 18 | -7 | 1 | 6 | 18 | 1.2 | 1 | 2 | 0.9 | 0.0
CCn1c(SCC(=O)Nc2oc(-c3ccccc3)c(-c3ccccc3)c2C#N)nnc1-c1ccco1 | 3.2 | 1 | 7 | 0.7 | -67 | -5 | 8.8* | 0.9 | 31 | 0.9 | -0.3
CC(c1ccccc1)C1CC(=O)N(Cc2ccccc2)C1=O (stereo not drawn) | -0.1 | 1 | 6 | 0.9 | 4 | -6 | 0.0 | 1 | 14 | 0.9 | 0.2
O=C(Cn1cnc2ccccc2c1=O)Nc1cccc(-c2nnc3n2CCCCC3)c1 | 14 | · | -2 | 0.9 | -5 | -4 | 2.2 | 1 | 13 | 1 | -0.2
NNC(=O)/C=C/c1ccc(Cl)cc1Cl | -0.3 | -16 | 4 | 1.1 | -2 | 4 | -1.1 | 1.3 | -10 | 1.3 | -0.2
COc1ccc(C(=O)CCC(=O)Nc2cccnc2)cc1 | -0.1 | -5 | -1 | 0.9 | 13 | -5 | 0.0 | 1 | 14 | 1.1 | 0.1
Cn1c(SCC(=O)NCCc2ccccc2)nc2c([nH]c3ccccc32)c1=O | -1.0 | -4 | -1 | 1 | -6 | 93* | 4.7 | 1 | 4 | 1 | 0.2
CN(c1ccccc1)S(=O)(=O)c1cccc(NC(=O)Nc2ccc(Cl)cc2C#N)c1 | -0.8 | 2 | 5 | 0.8 | 14 | 10 | 1.1 | 0.9 | 17 | 0.8 | -0.1
COc1cc(NS(=O)(=O)c2ccc3c(c2)n(C)c(=O)n3C)cc(OC)c1 | -0.1 | · | -10 | 0.9 | 0 | 33 | 0.3 | 1 | 8 | 1 | 0.0
CN1CCN(c2ccc([N+](=O)[O-])cc2C(=O)c2ccc(Cl)cc2)CC1 | 3.0 | · | -1 | 0.7 | -18 | 9 | 1.0 | 0.9 | 30 | 0.8 | -0.4
CN(C)S(=O)(=O)c1cc(NC(=O)CSc2nn(-c3ccc(Cl)cc3)c(=S)s2)ccc1Cl | 2.5 | -6 | -1 | 0.8 | 5 | 93* | 6.6 | 0.9 | 21 | 0.9 | -0.2
NC(=O)CSc1nnc(-c2ccncc2)n1-c1ccc(Cl)cc1 | -0.7 | -11 | -5 | 0.9 | -2 | -4 | 1.7 | 1.1 | 8 | 1.1 | 0.1
CC(C)c1ccc(NC(=O)Nc2cc3sccc3n2C)cc1 | -0.6 | · | -11 | 0.8 | -4 | 16 | 2.3 | 1.4 | 22 | 1.2 | -0.2
O=C(NCc1ccccc1)c1ccc(S(=O)(=O)C(F)F)cc1 | -1.4 | · | -15 | 1 | 2 | 2 | -0.3 | 1 | 3 | 1 | 0.0
CCOC(=O)Cn1c(-c2cccnc2Cl)nc2ccccc21 | 1.1 | · | -4 | 1 | 5 | 3 | 0.9 | 1 | 1 | 1 | 0.2
Cc1ccccc1CSCC(=O)N1CCN(c2ccccc2)CC1 | 0.2 | 7 | -4 | 0.9 | 6 | -2 | 0.1 | 1 | 9 | 1 | -0.1
COCc1cc(C)nc(OCC(=O)N/N=C/c2ccccc2O)c1C#N | -1.5 | -7 | -3 | 1 | -13 | 1 | 2.2 | 1.2 | 3 | 1.1 | 0.1
Cc1cc(Cl)ccc1OCC(=O)N1CCCN(C(=O)COc2ccc(Cl)cc2C)CC1 | -0.2 | 6 | -7 | 0.9 | 6 | 92* | 1.6 | 1 | 7 | 1 | -0.2
CCC(C)(C)NC(=O)C(c1ccc(OC)cc1)N(CC1CCCO1)C(=O)CCC(=O)Nc1cc(C)on1 (stereo not drawn) | -0.4 | · | 10 | 1 | 3 | -3 | 4.2 | 1.1 | 4 | 1.1 | -0.3
COC(=O)c1ccccc1NC(=S)N1CCN(C2CCCCC2)CC1 | 0.3 | 0 | -7 | 1 | 3 | 16 | -0.5 | 1.1 | -3 | 1.1 | -0.2
Cc1ccccc1Nc1nc(N)nc(CSc2nnnn2C)n1 | 0.1 | 5 | 3 | 1 | -6 | -7 | -0.1 | 1 | 4 | 1 | -0.1
CCOc1ccc(NC(=O)N2CCN(CC)CC2)cc1 | 2.1 | 9 | 18 | 0.8 | -2 | -8 | 0.8 | 0.8 | 21 | 0.8 | -0.3
Cc1cc(Cl)ccc1OCC(O)CN1C(C)CCCC1C (stereo not drawn) | 0.1 | -3 | -3 | 0.9 | 8 | 91* | 1.4 | 1 | 8 | 1.1 | 0.0
Cc1cc(C)n(C(=O)CCCn2nc(C)c([N+](=O)[O-])c2C)n1 | 0.4 | -4 | 3 | 1.1 | 13 | 22 | 1.5 | 1.1 | -11 | 1.1 | -0.3
